Bioassay records as filed in PubChem.
IEC-6 cytotox: kills IEC-6 intestinal cells in KLF5 counter-screen; IEC-6 cytotoxicity, luminescence viability; inhibition, % at 5 µM; actives 0.78% (n = 290,000); in the data active means inhibition above about 22%;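 further: 0% = plate median of test compound wells and 100% = cytotoxic reference compound wells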
GSK3 alpha inh: inhibitors of human GSK-3 alpha kinase; P49840; ADP-Glo luminescence, 60 min; AID 2650; inhibition, % at 10 µM; actives 0.1% (n = 320,000);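 in the data active means inhibition above about 50%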;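 further: GST-tagged GSK-3 alpha with peptide substrate and 25 µM ATP; 0% = DMSO neutral wells and 100% = GW8510 positive control wells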
Target sequence (P49840 whole entry, looked up): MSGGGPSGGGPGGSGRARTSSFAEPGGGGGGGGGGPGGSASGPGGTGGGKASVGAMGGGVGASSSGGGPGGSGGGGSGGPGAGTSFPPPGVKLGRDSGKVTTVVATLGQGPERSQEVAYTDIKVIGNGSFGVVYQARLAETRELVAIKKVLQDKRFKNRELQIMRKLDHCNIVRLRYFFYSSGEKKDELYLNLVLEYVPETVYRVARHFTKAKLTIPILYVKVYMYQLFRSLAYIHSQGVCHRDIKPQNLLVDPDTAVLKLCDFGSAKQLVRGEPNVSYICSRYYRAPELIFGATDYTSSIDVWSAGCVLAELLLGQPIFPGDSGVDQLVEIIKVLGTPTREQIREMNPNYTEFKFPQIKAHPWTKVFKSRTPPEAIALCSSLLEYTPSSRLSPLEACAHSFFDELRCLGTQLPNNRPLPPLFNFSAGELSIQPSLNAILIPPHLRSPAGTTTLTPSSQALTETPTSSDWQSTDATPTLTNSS
KLF5 inhibitor: inhibitors of KLF5 expression. inhibition, % at 5 µM. DLD-1 KLF5 promoter-luciferase reporter, luminescence. AID 1700. actives 0.23% (n = 290,000);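 active means inhibition above a per-plate limit of that plate's mean compound inhibition plus 3 SD, cut at about 60% in these data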;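 further: 0% = DMSO wells and 100% = LY294002 at 200 µM; higher means less KLF5 promoter-driven luciferase light; inactives centre near -14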
HSF-1 act: increases HSF-1 driven luciferase reporter signal | NIH3T3-HGL HSF-1 luciferase reporter, MG132, 8 h; 100% = twice DMSO control signal | activation, % at 9 µM | actives 1.7% (n = 300,000) | AID 504408;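 active means mean replicate activation of at least 50% with a set share of replicates each reaching 50%; inconclusive means only one of those two conditions met; inactive means mean below 50% and too few replicates reaching it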;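 further: 0% = median of the neutral control wells and 100% = twice that signal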
HSF1 inhib: HSF1 inhibition; NIH3T3-HGL HSE-luciferase, MG132-induced, luminescence 8 h; active compounds read low; activity change, negative = inhibition, % at 7.5 µM (by protocol); actives 0.77% (n = 300,000);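 active means more than half of replicate wells show activity change below -50%, luminescence cut by over half; inconclusive means some wells, but at most half, below -50%; inactive means no replicate well below -50%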;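 further: luciferase reports HSF-1 transcriptional activity via heat shock element; 0% = median of DMSO wells and -100% = zero luminescence signal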
GSK3B inh: inhibitors of human GSK3beta kinase; activity score (negative = inhibition), % at 10 µM; P49841; actives 0.038% (n = 300,000); GST-GSK3beta kinase, ADP-Glo luminescence, 60 min; active compounds read low;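 active means more than half of replicate wells score below -50%, meaning over 50% inhibition versus plate controls; inconclusive means some replicates but at most half score below -50%; inactive means no replicate scores below -50%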;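 further: 0% = median DMSO wells and -100% = median GW8510 positive control wells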
Target sequence (P49841 whole entry, looked up): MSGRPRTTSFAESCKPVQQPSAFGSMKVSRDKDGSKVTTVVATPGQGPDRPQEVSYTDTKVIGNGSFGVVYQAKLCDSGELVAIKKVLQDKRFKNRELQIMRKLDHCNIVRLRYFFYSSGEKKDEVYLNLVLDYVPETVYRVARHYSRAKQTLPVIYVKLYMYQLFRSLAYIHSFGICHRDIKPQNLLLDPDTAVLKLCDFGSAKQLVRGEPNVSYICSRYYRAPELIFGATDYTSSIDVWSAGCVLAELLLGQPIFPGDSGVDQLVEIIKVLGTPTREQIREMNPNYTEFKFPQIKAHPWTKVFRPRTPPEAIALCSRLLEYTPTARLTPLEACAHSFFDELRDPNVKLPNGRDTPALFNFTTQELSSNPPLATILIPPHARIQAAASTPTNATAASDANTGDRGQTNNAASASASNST
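Assay system: GST-tagged human GSK3beta kinase, cell-free; Input: 1.6 ng GSK3beta; Medium: Tris/MgCl2 kinase buffer; Timing: 60 min enzyme reaction, room temperature; Signal: ADP-Glo luminescence quantifying ADP generated by kinase; Evaluation: score relative to plate controls; Benchmarks: DMSO neutral wells and GW8510 at 20 µM as positive.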
PolyA inhibitor: yeast polyadenylation inhibition | S. cerevisiae SKY197-pL101 polyadenylation reporter, beta-gal luminescence; efflux-impaired pdr1/pdr3 knockout yeast; score 100 = 6 SD above DMSO | calls only at 12 µM | actives 0.02% (n = 300,000);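 active means lowest replicate activity score at least 50, where 100 means six control SD above control mean; inconclusive means lowest score under 50 but half or more replicates reach 50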;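 further: yeast exposed to compound for 9 h at 30 °C; higher score means more reporter readthrough which indicates perturbed polyadenylation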
AI-2 QS modul: modulators of Vibrio harveyi AI-2 quorum sensing system | Vibrio harveyi JMH597 AI-2 luminescence/OD600 ratio, 9 h; active compounds read low; strain lacks LuxN and CqsS sensors; 0 = neutral-control median | activity change, % at 7.5 µM | actives 0.4% (n = 300,000) | AID 2094; in the data active means activity change below about -75%, passing the limit was not always enough; inconclusive means no clear call, values can overlap the other calls;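 further: luminescence divided by OD600 gain over 9 h not by final OD600 alone; inactives centre near 13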
aSyn 5UTR inh: MLPCN primary screen, SNCA 5' untranslated region. alpha-synuclein 5'UTR reporter, inhibitor activity. inhibition, % (tested at 7.5 µM). actives 0.82% (n = 300,000); in the data active means inhibition above about 60%; inconclusive means no clear call, values can overlap the other calls;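 further: H4 neuroglioblastoma cells stably carrying SNCA 5'UTR luciferase fusion; 0% = DMSO wells and 100% = positive control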
HSP90 refold inh: blocks HSP90-mediated luciferase refolding in reticulocyte lysate; Rabbit reticulocyte lysate, luciferase refolding luminescence, 3 h; inhibition, % at 5.6 µM; actives 0.91% (n = 290,000); AID 1789;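 active means inhibition above the screen-wide mean plus 3 SD, computed separately per campaign, cut at about 16% in these data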;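 further: 0% = DMSO wells and 100% = 60 µM geldanamycin wells; inhibitors lower the luminescence because luciferase stays unfolded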
Starred values were filed as active, the others as inactive; i = inactive; u = inconclusive; x = not tested or not shown. A portion of the library; the hit share may differ from the screen's.

The opening seven records (preview)
item | Compound | IEC-6 cytotox | GSK3 alpha inh | KLF5 inhibitor | HSF-1 act | HSF1 inhib | GSK3B inh | PolyA inhibitor | AI-2 QS modul | aSyn 5UTR inh | HSP90 refold inh
1 | Cc1c(N=C2N=C(NC(=O)c3cccs3)c3ccccc32)c(=O)n(-c2ccccc2)n1C | -5 | -2 | -3 | 0 | -1 | x | i | x | -33 | -4
2 | O=C(COc1ncnc2ccccc12)Nc1cc(S(=O)(=O)N2CCOCC2)ccc1Cl | 5 | x | 0 | 4 | -3 | -2 | i | 22 | 3 | 5
3 | COc1ccc(S(=O)(=O)N(CCC#N)Cc2ccco2)cc1OC | 2 | -1 | -17 | -5 | 9 | 1 | i | 33 | 7 | -1
4 | O=C(O)c1sc2cccc(Cl)c2c1Cl | -1 | 0 | 14 | 19 | 0 | 8 | i | 47 | -40 | -2
5 | CCOc1ccccc1NC(=O)CSCC(=O)Nc1ccccc1 | 2 | -3 | 4 | -11 | -2 | -1 | i | 12 | 10 | 2
6 | COc1cccc(NC(=O)NNS(=O)(=O)c2ccc(OC)cc2OC)c1 | -3 | -2 | -15 | -35 | -16 | -29 | i | 8 | 17 | -3
7 | Cc1cc2ccccn2c1C(=O)c1ccc(S(=O)(=O)N(C)C)cc1 | 0 | -1 | -12 | 2 | 0 | -1 | i | 16 | 14 | 0

The listing, from the first entry:
item | Compound | IEC-6 cytotox | GSK3 alpha inh | KLF5 inhibitor | HSF-1 act | HSF1 inhib | GSK3B inh | PolyA inhibitor | AI-2 QS modul | aSyn 5UTR inh | HSP90 refold inh
1 | Cc1c(N=C2N=C(NC(=O)c3cccs3)c3ccccc32)c(=O)n(-c2ccccc2)n1C | -5 | -2 | -3 | 0 | -1 | x | i | x | -33 | -4
2 | O=C(COc1ncnc2ccccc12)Nc1cc(S(=O)(=O)N2CCOCC2)ccc1Cl | 5 | x | 0 | 4 | -3 | -2 | i | 22 | 3 | 5
3 | COc1ccc(S(=O)(=O)N(CCC#N)Cc2ccco2)cc1OC | 2 | -1 | -17 | -5 | 9 | 1 | i | 33 | 7 | -1
4 | O=C(O)c1sc2cccc(Cl)c2c1Cl | -1 | 0 | 14 | 19 | 0 | 8 | i | 47 | -40 | -2
5 | CCOc1ccccc1NC(=O)CSCC(=O)Nc1ccccc1 | 2 | -3 | 4 | -11 | -2 | -1 | i | 12 | 10 | 2
6 | COc1cccc(NC(=O)NNS(=O)(=O)c2ccc(OC)cc2OC)c1 | -3 | -2 | -15 | -35 | -16 | -29 | i | 8 | 17 | -3
7 | Cc1cc2ccccn2c1C(=O)c1ccc(S(=O)(=O)N(C)C)cc1 | 0 | -1 | -12 | 2 | 0 | -1 | i | 16 | 14 | 0
8 | COC(CNC(=O)c1ccc2c(=O)n(Cc3ccc(Cl)cc3)c(=S)[nH]c2c1)OC | -3 | -2 | -32 | 8 | 9 | 0 | i | 9 | 3 | 0
9 | Clc1ccc(Nc2ncn[nH]2)cc1 | 8 | 3 | -20 | 11 | 1 | -3 | i | u | -1 | 2
10 | O=C(NCCCN1CCOCC1)c1sc2ccccc2c1Cl | -7 | 1 | -30 | 18 | -1 | 0 | i | 22 | -43 | -1
11 | CCCNC(=O)N1CCN(C(c2ccccc2)c2ccccc2)CC1 | 1 | -4 | -16 | -10 | -1 | 2 | i | -5 | -9 | 5
12 | CCN(Cc1cc2cc(C)ccc2[nH]c1=O)C(=O)c1cccc([N+](=O)[O-])c1 | -3 | 1 | -2 | 36 | 11 | 0 | i | 19 | 10 | -1
13 | CCC(c1nnnn1CCc1ccccc1)N(Cc1ccco1)Cc1cc2c(C)ccc(C)c2[nH]c1=O (stereo unspecified) | -2 | 0 | -13 | 128* | 75 | -1 | i | 10 | u | 0
14 | O=C(CCc1nc(-c2ccccc2)no1)NCc1ccco1 | 1 | 0 | 0 | x | x | 4 | x | 13 | x | 3
15 | CC(=O)c1cnc(SCc2ccc(Cl)cc2)nc1C | 9 | 0 | -29 | -34 | -36 | 1 | i | 14 | 1 | -1
16 | COC(=O)Cc1c(C)nc2nc(NCc3ccccc3OC)[nH]n2c1=O | 8 | -5 | -10 | 9 | -3 | 1 | i | 8 | 4 | 3
17 | COc1cccc(CN(C)C(=O)c2ccccc2Sc2ccccc2C#N)c1OC | 1 | x | -32 | 9 | 14 | 1 | i | 10 | -5 | -5
18 | COc1ccc([N+](=O)[O-])cc1NC(=S)NC(C)=O | 1 | 0 | -4 | -13 | 4 | -1 | i | 30 | 21 | -2
19 | CCN1C(=O)[C@H]2[C@@H](c3ccc(Cl)cc3)N3C(=O)CN(Cc4ccccc4)C(=O)[C@@]3(C)[C@H]2C1=O | 4 | -1 | -3 | -7 | -2 | -4 | i | 0 | -9 | -6
20 | CCCCNc1nc2sc3c(c2c(=O)n1-c1cccc(Cl)c1)CCN(C)C3 | -3 | 1 | -19 | x | x | 0 | i | 8 | x | 1
21 | COc1ccc(NC(=O)C23CC4CC(C2)CC(c2ccc(C)cc2)(C4)C3)cc1 | 2 | -2 | 12 | 5 | -9 | -2 | i | 19 | 20 | -3
22 | CCOCCCn1c(=N)c(S(=O)(=O)c2ccc(C)cc2)cc2c(=O)n3cc(C)ccc3nc21 | 2 | 7 | -13 | 12 | 3 | 1 | i | -3 | 13 | 4
23 | COc1ccc(C(=O)N2CC(c3ccccc3)CC2=O)cc1 (stereo unspecified) | -3 | -5 | -36 | 8 | 4 | 1 | i | 16 | -24 | 1
24 | CCOC(=O)/C(C#N)=C/c1cn(CCC(=O)O)nc1-c1cccc(Cl)c1 | 3 | -5 | -28 | 14 | -1 | 6 | i | 5 | -10 | -3
25 | COc1ccc(S(N)(=O)=O)cc1-c1nnc2c3ccccc3c(C)nn12 | -12 | 0 | -33 | -8 | -4 | 1 | i | 13 | -8 | 1
26 | Cc1ccc(NC(=O)CCCSc2ccccc2)cc1S(=O)(=O)N1CCOCC1 | 6 | -1 | 6 | 3 | 4 | 2 | i | 27 | 7 | 2
27 | COc1ccc(OCC(=O)N/N=c2\oc3c(OC)cccc3cc2C(N)=O)cc1 | 2 | -4 | -38 | 5 | -2 | 3 | i | 23 | 7 | 0
28 | COc1ccc(C(CC(=O)O)NC(=O)COc2ccccc2)cc1 (stereo unspecified) | -1 | -4 | -21 | -17 | -1 | 1 | i | 7 | 6 | -1
29 | O=C(CN1C(=O)c2ccccc2C1=O)NCc1ccccn1 | -2 | 0 | -27 | 4 | -4 | 0 | i | 19 | 4 | 1
30 | O=C(CSc1nnc(-c2ccncc2)n1CC1CCCO1)NCc1ccccc1 (stereo unspecified) | -2 | -2 | -8 | -12 | -2 | -4 | x | 19 | 14 | -1
31 | COc1ccc(-n2ccnc2SCC(=O)Nc2ccc(OC)cc2OC)cc1 | -7 | 0 | 11 | 20 | 3 | 0 | i | 8 | 0 | -1
32 | Cc1cc(=O)[nH]c(SCC(=O)c2ccc(F)c(C)c2)n1 | 1 | 0 | -46 | 3 | -5 | x | i | x | -1 | -1
33 | CC(C)c1ccc(NC(=S)Nc2ccc3[nH]c(=O)[nH]c3c2)cc1 | -2 | -1 | -34 | -3 | -4 | -2 | i | 20 | -23 | 0
34 | C[C@@H]1NC(=O)[C@H](CCC(=O)O)NC(=O)c2cc([N+](=O)[O-])cc(F)c2NCCC[C@@H](C(N)=O)NC1=O | -2 | -3 | -36 | -2 | -2 | 1 | i | 35 | 8 | -2
35 | Nc1ccc(C(=O)Nc2cccc3ncccc23)cc1 | 0 | -2 | -26 | -57 | -45 | 1 | i | 13 | -1 | -2
36 | Cc1nn(Cc2noc(C(=O)NCc3ccccn3)n2)c(C)c1Br | 6 | -1 | -5 | -4 | -4 | -2 | i | 24 | -9 | -4
37 | Cc1c(C(=O)OC/C(O)=C(\C#N)c2nc3ccccc3[nH]2)oc2ccc(Br)cc12 | 5 | 0 | -4 | -21 | -7 | -2 | i | 5 | -14 | 0
38 | Cc1c(NC(=O)c2cc(-c3ccc(Cl)cc3)on2)c(=O)n(-c2ccccc2)n1C | 1 | -1 | -11 | 4 | -2 | -2 | i | 13 | -6 | -3
39 | N#Cc1ccc(N2CCCC2C(=O)O)c([N+](=O)[O-])c1 (stereo unspecified) | -4 | -3 | -19 | 10 | 3 | -4 | i | 6 | -3 | 3
40 | COc1cc(C(=O)NNC(=O)c2cc(=O)[nH]c3ccccc23)cc(OC)c1OC | x | 0 | x | 0 | -3 | -1 | i | 11 | 13 | x
41 | Nc1ccc(N2CCN(c3ccccc3)CC2)c(F)c1 | -1 | 1 | -25 | 13 | 7 | -4 | i | 8 | -22 | -3
42 | O=c1c2ccccc2nc(CSc2nnnn2-c2ccccc2)n1-c1ccccc1Cl | 4 | -2 | -3 | 1 | 3 | 3 | i | 11 | 24 | 0
43 | COc1cc(OC)cc(C(=O)OCC(=O)Nc2ccc(F)cc2F)c1 | 0 | -2 | -18 | 37 | 14 | 5 | i | -5 | -26 | 5
44 | OCCC1CN(Cc2cc3c(cc2Cl)OCO3)CCN1C1CCCCC1 (stereo unspecified) | 5 | -1 | -11 | 6 | -3 | -1 | i | 21 | 5 | 7
45 | COc1cc(C)c(CNC2CCCCC2)cc1C | -2 | 2 | -16 | -6 | -5 | 1 | i | 22 | -32 | 2
46 | CN(CC(=O)Nc1ccccc1C(F)(F)F)C(=O)c1cccc(-n2cccc2)c1 | x | -1 | x | 20 | 6 | -2 | i | 14 | -1 | x
47 | O=C(NC1=C(Nc2ccc(F)cc2)C(=O)c2ccccc2C1=O)c1ccc(Cl)cc1 | 4 | 2 | 0 | -15 | 8 | -5 | i | 24 | -57 | 1
48 | CN(CC(=O)Nc1ccc(F)cc1)C(=O)COC(=O)c1cc([N+](=O)[O-])ccc1N1CCOCC1 | x | -2 | x | 1 | 6 | 0 | i | -1 | 1 | x
49 | CC(=O)c1cc2c(cc1NS(=O)(=O)c1ccccc1C)OCO2 | 4 | 3 | 2 | 2 | -1 | -4 | i | -4 | 19 | -4
50 | FC(F)(F)c1ccc(Oc2ccc(Cl)cc2Br)nc1 | -1 | x | -28 | -1 | 9 | -1 | i | 13 | 1 | 0
51 | COC(=O)c1sccc1NC(=O)Nc1cccc(F)c1 | 1 | 15 | -43 | 77* | 33 | -3 | i | -4 | -6 | -3
